NTR1 ag: NTR1-driven beta-arrestin-GFP spot formation – imaging, U2OS cells, high content, primary screen (AID 493036) | actives 0.17% (n = 330,000) | agonist mode | P30989 | activation, % at 20 µM;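 active means activation at or above 40% of the spot to cytoplasm intensity ratio, with at least 20 cells analyzed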;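 further: 0% = DMSO without peptide and 100% = 100 nM NTR1 peptide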
Target sequence (P30989 whole entry, looked up): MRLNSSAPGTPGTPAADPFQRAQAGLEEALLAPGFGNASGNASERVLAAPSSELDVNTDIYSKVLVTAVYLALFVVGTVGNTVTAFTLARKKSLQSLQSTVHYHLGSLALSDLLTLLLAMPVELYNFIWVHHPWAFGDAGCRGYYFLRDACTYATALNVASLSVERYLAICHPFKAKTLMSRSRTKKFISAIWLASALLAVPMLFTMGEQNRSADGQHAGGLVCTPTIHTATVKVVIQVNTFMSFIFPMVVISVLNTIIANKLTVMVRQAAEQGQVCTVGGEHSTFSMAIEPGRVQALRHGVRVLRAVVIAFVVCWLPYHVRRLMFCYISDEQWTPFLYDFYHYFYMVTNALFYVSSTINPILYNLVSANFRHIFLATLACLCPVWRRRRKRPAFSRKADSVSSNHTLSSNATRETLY
Rac1 GTP hydrolysis: MgcRacGAP GTPase-activating activity inhibitors, confirmation, biochemical, ADP Hunter fluorescence; MgcRacGAP-stimulated Rac1 GTP hydrolysis, ADP Hunter fluorescence; higher % means a stronger effect; GST-tagged Rac1 F28L mutant substrate; inhibition, % at 30 µM, or IC50 in µM where a hit was titrated; actives 0.6% (n = 340,000); AID 624330;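 active means first-screen hits whose inhibition reached a set limit at any dose in the follow-up dose series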;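 further: fluorescence reports GDP produced by GAP-driven GTP hydrolysis; strong numbers were not always called active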
LYP phosphatase: inhibitors of LYP phosphatase, biochemical, fluorescence intensity, uHTS (AID 1779); recombinant LYP phosphatase, fluorescence intensity; higher % means a stronger effect; inhibition, % at 11.5 µM; hits with a dose series show IC50 in µM; actives 0.054% (n = 290,000); in the data active means inhibition above about 50%;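 further: plate controls were vehicle with enzyme for no effect and no enzyme for full effect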
SIAH1 antagonists: Siah-1 peptide-binding antagonists, primary screen, biochemical, fluorescence polarization, rhodamine-plectin, uHTS (AID 1817) | displacement, % at 20 µM; hits with a dose series show IC50 in µM | actives 0.02% (n = 290,000) | Siah-1 / rhodamine-plectin peptide fluorescence polarization; higher % means a stronger effect;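 active means displacement of at least 50% at 20 µM, with a fluorescence ratio check between 0.3 and a set limit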;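 further: plate controls were Siah plus tracer with DMSO for no effect and tracer alone without Siah for full effect; strong numbers were not always called active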
GPR55 LPI antagonism: inhibition of LPI-stimulated GPR55 beta-arrestin translocation – imaging, U2OS, beta-arrestin-GFP, LPI agonist, primary screen (AID 2013); U2OS GPR55 beta-arrestin-GFP translocation imaging, LPI antagonism; higher % means a stronger effect; one-dose inhibition, % at 10 µM; IC50 in µM for titrated hits; actives 0.13% (n = 290,000);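 active means spots per cell inhibited over 60%, with over 100 cells counted and total cytoplasm intensity under 500,000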;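 further: U2OS cells stably carrying GPR55 and arrestin-GFP stimulated by 5 µM LPI near EC80; imaged beta-arrestin-GFP aggregate spots per cell after agonist stimulation; plate controls were LPI-stimulated DMSO wells for no effect and DMSO wells without LPI for full effect; some results filed as inactive read as strong as hits; confirmed hits need IC50 under 10 µM and bright autofluorescent wells are also inconclusive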
Salmonella PhoP GFP: inhibitors of PhoP regulon expression, primary screen, Salmonella Typhimurium, GFP reporter (AID 1863) | inhibition, % at 50 µM, or IC50 in µM where a hit was titrated | actives 0.16% (n = 300,000) | S. Typhimurium PhoP-regulated promoter GFP reporter, 4 h; higher % means a stronger effect;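 active means inhibition over 29.93%, a cutoff 3 SD above the screen mean, later confirmed by dose response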;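 further: 0% = low Mg2+ inducing control and 100% = high Mg2+ repressing control; strong numbers were not always called active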
Myeloid diff 2: compounds promoting myeloid differentiation. AID 624256. actives 1% (n = 360,000). calls only at 10 µM. ER-HoxA9 myeloid progenitors, lysozyme-GFP differentiation, flow cytometry;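 active means normalized GFP-positive differentiation at or above the plate's own cutoff, the solvent-only control mean plus 3 SD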;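 further: cells exposed to compound for four days before flow analysis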
HIV fusion peptide: cell-free HIV fusion peptide-binding blockers – biochemical, uHTS, fluorescence dequenching, primary screen (AID 1986) | cell-free peptide binding, fluorescence dequenching, 30 min; higher % means a stronger effect | one-dose inhibition, % at 20 µM; IC50 in µM for titrated hits | actives 0.3% (n = 290,000); in the data active means inhibition mostly above about 52%, no sharp cut-off; inactive means mostly below about 76%; further: some results filed as inactive read as strong as hits
GPR35 arrestin U2OS: GPR35 antagonists blocking zaprinast-driven arrestin recruitment, primary screen, imaging, U2OS, beta-arrestin-GFP, zaprinast agonist (AID 2058) | U2OS GPR35 beta-arrestin-GFP translocation imaging, zaprinast antagonism; higher % means a stronger effect | one-dose inhibition, % at 10 µM; IC50 in µM for titrated hits | actives 0.052% (n = 290,000);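 active means inhibition of at least 50% with at least 30 cells and total cytoplasm GFP at most 10,000,000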
NTR1 ag cell count 20 µM: recorded beside NTR1 ag, whose call it bears; cell count; measured here: cell count, cytotoxicity flag
Myeloid diff 2 GFP+ MAC1+ %: second read-out of Myeloid diff 2, no call of its own (marks repeat the call); GFP+ MAC1+ double positive, %; measured here: differentiation confirmed by MAC1 staining
Active calls of the source: *; i = inactive; . = not tested or not shown; + = active, no number.

Each structure is followed by: HIV fusion peptide, SIAH1 antagonists, NTR1 ag, Rac1 GTP hydrolysis, NTR1 ag cell count 20 µM, Myeloid diff 2, Salmonella PhoP GFP, Myeloid diff 2 GFP+ MAC1+ %, GPR55 LPI antagonism, GPR35 arrestin U2OS, LYP phosphatase
> COc1cccc(CN(C)C(=O)c2cc(-c3ccc(OC)c(OC)c3)nc3ccccc23)c1
    -0.3%, -2%, 3.6, 6%, 44, i, -4%, 2.9, 12%, -3%, -4%
> Cn1c(SCC(=O)NC2CCCC2)nnc1-c1ccncc1
    0.5%, 0%, -1.1, 7%, 45, i, -4%, 0.1, 8%, -3%, -1%
> COc1ccccc1CNc1cc(CSc2ccc(Cl)cc2)nc(C)n1
    2.3%, -2%, 4.7, 9%, 54, i, 19%, 0.6, 7%, -4%, 2%
> COc1ccc(S(=O)(=O)N2CCOCC2)cc1NC(=O)COC(=O)C1COc2ccccc2O1 (centres undefined)
    -1.3%, 0%, 2.8, 5%, 57, i, -6%, 0.2, 9%, -6%, 1%
> CC(C)c1nc(NCCO)c2nnn(Cc3ccccc3)c2n1
    -1.2%, 3%, 5.3, 2%, 52, i, 0%, 0.3, -4%, -7%, -6%
> COC1=CC(=Cc2c(N)n3nc(CC(=O)N4CCOCC4)sc3nc2=O)C=C(OC)C1=O
    58%, -1%, 0.0, 15%, 75, i, -6%, 3.2, 8%, -2%, -10%
> COc1ccc(Cc2nnc(SC)[nH]c2=O)cc1OC
    7.0%, 4%, 0.7, 5%, 65, i, -1%, 0.6, 10%, -4%, -3%
> S=C(Nc1ccccc1Cl)NC1CCCCCC1
    -0.9%, -2%, 0.4, 9%, 49, i, -3%, 0.6, -2%, -17%, -4%
> COC(=O)CN1C(c2ccc(Cl)cc2)=Nc2ccc(Cl)cc2C1c1ccccc1 (centres undefined)
    0.3%, -7%, 6.0, 2%, 49, i, 22%, 0.3, 10%, -8%, 5%
> COc1ccc(NC(=O)c2cc3cccc(OC)c3oc2=Nc2ccc(C(=O)O)cc2)cc1OC
    31%, 25%, ., 1%, ., i, -2%, 0.5, -5%, -9%, -5%
> O=S1(=O)CC2SC(=S)N(c3ccccc3)C2C1 (centres undefined)
    2.4%, 8%, 0.3, ., 43, i, -11%, 0.5, 12%, 3%, -3%
> O=C(CCC(=O)N1CCOCC1)Nc1ccc(Cl)c(Cl)c1
    -1.5%, -1%, 1.0, 6%, 56, i, -5%, 0.8, 11%, -9%, -9%
> CC(C)OCCCNC(=O)c1cccs1
    -0.7%, 3%, -0.1, 5%, 56, i, 4%, 1.0, 29%, -9%, -6%
> COc1ccc(-n2nc3c(c2NC(=O)c2cc4ccccc4o2)CS(=O)(=O)C3)cc1
    0.3%, -1%, 2.3, 4%, 69, i, 1%, 8.4, 20%, 1%, 0%
> CCN(CC)c1ccc(NC(=O)/C=C/c2cc(Br)ccc2OC)cc1
    -1.5%, 0%, 0.5, 10%, 42, i, -1%, 0.4, -9%, 0%, -6%
> Cc1cccc2c1N1C(=O)c3c(C(=O)O)cccc3C1CC2C (centres undefined)
    2.5%, 2%, -1.1, 6%, 55, i, -1%, 1.3, 6%, -7%, -6%
> CC(=O)Oc1ccc(C(=O)Nc2cccc3c2CCCC3)cc1
    0.5%, 2%, -1.4, -18%, 61, i, -5%, 1.4, 0%, 2%, -7%
> Cc1cc2cc(CNC(=O)Nc3ccc(Cl)c(Cl)c3)ccc2n1C
    9.9%, 29%, -4.5, 17%, 51, i, -4%, 1.8, 8%, -5%, -3%
> COc1cccc2c1C(=O)CC2NC(=O)C(F)(F)F (centres undefined)
    1.7%, -2%, -1.7, 6%, 81, i, 7%, 2.2, 15%, 2%, -4%
> Clc1cccc(Cl)c1CO/N=C/c1cccs1
    -0.1%, -5%, -0.8, 7%, 53, i, 9%, 0.5, -11%, -2%, -8%

Two consecutive compounds from above:
Each structure is followed by: HIV fusion peptide, SIAH1 antagonists, NTR1 ag, Rac1 GTP hydrolysis, NTR1 ag cell count 20 µM, Myeloid diff 2, Salmonella PhoP GFP, Myeloid diff 2 GFP+ MAC1+ %, GPR55 LPI antagonism, GPR35 arrestin U2OS, LYP phosphatase
> COc1cccc2c1C(=O)CC2NC(=O)C(F)(F)F (centres undefined)
    1.7%, -2%, -1.7, 6%, 81, i, 7%, 2.2, 15%, 2%, -4%
> Clc1cccc(Cl)c1CO/N=C/c1cccs1
    -0.1%, -5%, -0.8, 7%, 53, i, 9%, 0.5, -11%, -2%, -8%

New compounds follow
Each structure is followed by: HIV fusion peptide, SIAH1 antagonists, NTR1 ag, Rac1 GTP hydrolysis, NTR1 ag cell count 20 µM, Myeloid diff 2, Salmonella PhoP GFP, Myeloid diff 2 GFP+ MAC1+ %, GPR55 LPI antagonism, GPR35 arrestin U2OS, LYP phosphatase
> CC1=C(C)C(OCCCl)N(c2cc(O)c(Cl)cc2F)C1=O (centres undefined)
    -1.8%, 1%, -1.0, 4%, 62, i, -12%, 0.2, -4%, -12%, -4%
> COc1ccccc1-n1c(CCn2nc(C)c(Br)c2C)n[nH]c1=S
    0.7%, -2%, -1.1, 5%, 45, i, -2%, 0.5, 8%, -12%, 2%
> CCOC(=O)c1cnn(-c2nc(OCC)cc(OCC)n2)c1C
    1.7%, -1%, -0.3, 6%, 70, i, -4%, 0.6, 9%, -1%, 0%
> O=c1[nH]cc(S(=O)(=O)NCc2ccccc2)c(=O)[nH]1
    -0.2%, 6%, 1.2, 6%, 57, i, -7%, 0.5, 10%, -2%, -8%
> Cc1ccc2c(c1)CCCN2C(=O)Nc1ccc2c(c1)OCO2
    -2.5%, -6%, -1.2, 7%, 87, i, 24%, 0.5, -11%, -2%, -9%
> Cc1nn(-c2ccccc2)c(C)c1-c1nnc(C(F)(F)F)o1
    -2.8%, 14%, 0.9, 5%, 87, i, 5%, 0.3, 13%, -26%, -5%
> C=CCn1c(NC)cc(=O)n(C)c1=O
    0.1%, 0%, -1.0, 5%, 90, i, -6%, 1.0, 13%, 4%, -15%
> COc1ccc(C(=O)NNC(=O)c2ccncc2)cc1
    3.1%, 0%, 2.9, -1%, 59, i, -6%, 0.8, -6%, -4%, -3%
> CC1CCN(C(=S)c2ccc([N+](=O)[O-])cc2)CC1
    1.6%, 0%, 0.5, 7%, 65, i, 3%, 0.2, 8%, 10%, 3%
> COc1cc(/C=N/NC(=O)c2cc(C)oc2C)ccc1OCc1ccccc1
    -1.9%, 3%, 1.4, 5%, 38, i, 1%, 0.1, 4%, -11%, -4%
> CCCC(c1nnnn1Cc1ccco1)N1CCN(C(=O)c2ccco2)CC1 (centres undefined)
    -1.3%, -1%, -4.5, -5%, 76, i, 16%, 1.9, 10%, -6%, -10%
> CN(C)C(=O)COc1ccc2c3c(c(=O)oc2c1)CCCC3
    0.4%, 4%, 0.7, 7%, 72, i, -6%, 0.2, 8%, 7%, -6%
> Cc1ccc(CS(=O)(=O)c2ccc(C(=O)N3CCN(c4ccccn4)CC3)cc2[N+](=O)[O-])cc1
    3.2%, 1%, 8.5, 14%, 47, +, -4%, 3.4*, -5%, 1%, 3%
> COc1cccc2sc(Nc3nnc(-c4ccc(F)cc4)o3)nc12
    6.0%, -8%, 0.0, 1%, 45, i, -16%, 1.8, -18%, -4%, 0%
> COc1ccc(/C=C(/NC(=O)c2ccccc2)C(=O)N2CCCC2)cc1
    2.6%, -2%, 0.4, 4%, 56, i, 6%, 1.0, -7%, 3%, 0%
> Cc1ccc(/C=C(\NC(=O)c2ccccc2)C(=O)NCCN2CCOCC2)o1
    0.0%, 4%, 1.7, 4%, 79, i, ., 1.5, -10%, 7%, -11%
> Cc1onc(-c2ccccc2Cl)c1C(=O)NCCn1ccc2ccccc21
    0.8%, 10%, 0.9, -5%, 72, i, -3%, 1.6, 25%, 15%, -6%
> CS(=O)(=O)Nc1ccc(C2=NN(C(=O)c3ccco3)C(c3cccc(F)c3)C2)cc1 (centres undefined)
    0.1%, -9%, 1.7, 12%, 94, i, 2%, 0.6, -4%, -15%, -2%
> Cc1ccc(CNC(=O)C2c3ccccc3C(=O)N3CCc4ccccc4C23)o1 (centres undefined)
    2.1%, -3%, 1.0, 9%, 79, i, 1%, 7.2, -5%, 25%, -6%
> CCc1ccc(N2C(=O)CC(c3ccc(F)cc3)C3=C2COC3=O)cc1 (centres undefined)
    -1.9%, 9%, 4.6, 0%, 49, i, 9%, 0.3, 5%, -1%, 0%
> O=C(Cn1cnc2c(nnn2Cc2ccccc2)c1=O)N1CCN(c2ccccc2)CC1
    -0.4%, 2%, 4.6, 1%, 100, i, -7%, 2.5, 4%, 5%, -2%
> COc1ccc(CCC(=O)NC2=NCCS2)cc1OC
    0.6%, 1%, 0.2, 9%, 48, i, 6%, 0.7, 8%, -1%, -8%
> COCC1CCCCN1C(=O)c1ccc2oc(CCc3ccccc3)nc2c1 (centres undefined)
    -0.3%, -9%, 0.5, -1%, 45, i, -1%, 3.6, 8%, -4%, -6%
> N#Cc1ccc(Oc2nc(Nc3ccc(F)cc3)nc(N3CCCC3)n2)cc1
    -0.7%, -1%, 12, 2%, 72, i, 0%, 6.8, -12%, -14%, -3%
> CCCn1c(SCC#N)nc2c(c1=O)C1(CCCC1)Cc1ccccc1-2
    -0.6%, 2%, 9.5, 7%, 61, i, 6%, 0.5, 17%, -8%, -4%

Looked up above:
Under Rac1 GTP hydrolysis, `CCCn1c(SCC#N)nc2c(c1=O)C1(CCCC1)Cc1ccccc1-2` is listed with 7%
Under HIV fusion peptide, `O=C(Cn1cnc2c(nnn2Cc2ccccc2)c1=O)N1CCN(c2ccccc2)CC1` is listed with -0.4%
Under HIV fusion peptide, `COc1ccc(CCC(=O)NC2=NCCS2)cc1OC` is listed with 0.6%
Under Salmonella PhoP GFP, `COCC1CCCCN1C(=O)c1ccc2oc(CCc3ccccc3)nc2c1` (centres undefined) is listed with -1%

Compound activity from PubChem BioAssay.
